# EBV gp42 block – Epstein-Barr virus gp42 inhibitors, primary screen, biochemical, uHTS, fluorescence polarization. inhibition, % (tested at 21.74 µM). Glycoprotein 42 (Epstein-Barr virus (strain AG876)), Q1HVG2. 220,000 compounds, 0.42% hits. Fluorescence polarization binding assay, mP read-out. AID 1085, 2008; in the data active = inhibition above about 50%
# Target sequence (Q1HVG2 whole entry, looked up): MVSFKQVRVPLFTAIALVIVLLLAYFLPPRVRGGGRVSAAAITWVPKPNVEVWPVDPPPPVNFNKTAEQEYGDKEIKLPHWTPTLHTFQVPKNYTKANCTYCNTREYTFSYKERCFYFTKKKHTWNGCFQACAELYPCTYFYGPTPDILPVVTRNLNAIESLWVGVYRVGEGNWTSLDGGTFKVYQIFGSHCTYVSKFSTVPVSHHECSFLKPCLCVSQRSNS
# zfTRPN1 agonist – zebrafish TRPN1 channel agonists, primary screen, cell-based, HEK293, calcium fluorescence; transient receptor potential cation channel N1 (TRPN1/NompC), Danio rerio; HEK293 zebrafish TRPN1-YFP, Fluo-8 calcium fluorescence; 100% = response to 87 µM carbachol; activation, % at 3 µM; 220,000 compounds, 0.18% hits;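 active = activation above its plate's cutoff, the mean activation of test wells on that plate plus 3 SD, cut at about 19% in these data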;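 note: 0% = DMSO alone and 100% = 87 µM carbachol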
#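 Material: zebrafish TRPN1-YFP in HEK293 cells; Doses: single test compound dose, 3 µM nominal, 0.3% DMSO; Timing: dye loading 1 h at 37 °C, then 30 min room temperature; Technique: intracellular calcium fluorescence with Fluo-8; Benchmarks: high carbachol 87 µM, low DMSO alone.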
# PPC-1+TRAIL kill – compounds killing PPC-1 cancer cells with TRAIL present, primary screen, TRAIL potentiator project, ATPLite luminescence, uHTS | PPC-1 cells + TRAIL, ATPLite viability luminescence | cell killing (% activity), % at 4 µM | 220,000 compounds, 0.41% hits | AID 1443, 2008;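 active = cell killing above 50% in the first pass at 4 µM, then a duplicate retest at 5 µM averaging 50% or more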;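 note: plate controls were cells with TRAIL plus DMSO for no effect and medium-only wells lacking cells for full effect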
# TRPML3 ag – human TRPML3 channel agonists, primary screen, cell-based, HEK293 TRPML3-YFP, Fluo-8 calcium fluorescence, 3 µM; Mucolipin-3 (Homo sapiens), Q8TDD5; 100% = the carbachol control signal; activation, % at 3 µM; 220,000 compounds, 0.29% hits; AID 1448, 2008;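 active = activation above its plate's cutoff, the mean activation of the plate's test wells plus 3 SD, cut at about 12% in these data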;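 note: 0% = DMSO only wells and 100% = carbachol wells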
#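 Material: HEK293 cells stably carrying human TRPML3-YFP; compound dosing: single dose, 3 µM final nominal compound, 0.3% DMSO final; incubation: 1-h 37 °C dye load, 5-s basal, 120-s post-compound reads; technique: Fluo-8 intracellular calcium fluorescence, excitation 470-495 nm, emission 515-575 nm; read-out basis: percent activation from peak-to-basal fluorescence ratio, scaled between DMSO and carbachol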
# TNF death inh – inhibitors of TNF-alpha triggered necroptosis, primary screen, cell-based, Jurkat FADD-/-, single concentration; activation (protection from cell death), % at 10 µM; Jurkat FADD-/- TNF necroptosis rescue, ATP luminescence, 24 h; 0 = TNF only, 100 = no-TNF cells; 220,000 compounds, 0.068% hits;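 active = activation, meaning protection from cell death, of at least 50% relative to plate controls; inactive = activation below 50%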;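 note: necroptosis triggered by 40 ng/mL TNF-alpha added together with compound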
# MDM2 E3 inh – MDM2-luciferase reporter signal enhancers, primary screen, MDM2 E3 ligase inhibitor project, cell-based, luminescence, 1536-well | E3 ubiquitin-protein ligase Mdm2 (Homo sapiens), Q00987 | signal enhancement, % at 5 µM | 210,000 compounds, 0.11% hits | cell-based MDM2 ubiquitination luciferase reporter, 2 h; 0 = plate control, 100 = twice control, blank-subtracted | AID 1230, 2008;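 active = signal enhancement of 30% or more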;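 note: luminescence tracks abundance of the self-degrading MDM2-luciferase fusion protein; higher signal means inhibition of MDM2 E3 ligase activity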
# Target sequence (Q00987 whole entry, looked up, the tested form may be a part): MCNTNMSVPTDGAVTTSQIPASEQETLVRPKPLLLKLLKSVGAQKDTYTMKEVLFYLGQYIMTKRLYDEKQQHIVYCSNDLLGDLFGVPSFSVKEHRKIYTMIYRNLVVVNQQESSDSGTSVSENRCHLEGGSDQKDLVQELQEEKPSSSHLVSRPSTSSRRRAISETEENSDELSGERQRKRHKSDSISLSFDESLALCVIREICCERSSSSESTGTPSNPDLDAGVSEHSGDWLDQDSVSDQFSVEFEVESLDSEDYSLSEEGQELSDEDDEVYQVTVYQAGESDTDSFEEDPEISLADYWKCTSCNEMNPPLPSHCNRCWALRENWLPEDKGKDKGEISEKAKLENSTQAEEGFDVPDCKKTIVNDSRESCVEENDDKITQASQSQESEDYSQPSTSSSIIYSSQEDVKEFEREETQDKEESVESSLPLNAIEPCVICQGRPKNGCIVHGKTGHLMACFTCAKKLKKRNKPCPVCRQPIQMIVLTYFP
#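 Assay system: stable mammalian line carrying autodegrading MDM2–luciferase fusion reporter; Input: 2000 cells in each well; Compound dosing: single-point 5 µM; Schedule: 2 h compound exposure at 37 °C; Signal: SteadyLite luciferase luminescence after 15 min room-temperature reagent incubation; Evaluation: % luminescence enhancement versus blank-corrected plate control mean; Benchmarks: plate controls and plate blanks.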
# CHOP inh – inhibitors of CHOP promoter induction, primary screen, cell-based, unfolded protein response, luciferase reporter; 220,000 compounds, 3.8% hits; inhibition, % at 10 µM; CHO-K1 CHOP-promoter luciferase, tunicamycin-induced, 15-18 h; AID 2732, 2010;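 active = compounds that reduced the stress-induced luciferase reporter signal by more than about 70% of percent inhibition, limit read from the data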;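 note: 0% = tunicamycin plus vehicle and 100% = wells without tunicamycin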
# NCF1 inh – p47phox/p22phox peptide binding inhibitors, primary screen, biochemical, uHTS, NADPH oxidase regulatory subunit | Neutrophil cytosol factor 1 (Homo sapiens), P14598 | fluorescence polarization, 2 h | inhibition, % at 24.7 µM | 220,000 compounds, 0.53% hits | AID 1274, 2008;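 active = inhibition above about 30%, limit read from the data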;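 note: 0% = p47phox with labelled peptide and 100% = labelled peptide alone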
# Target sequence (P14598 whole entry, looked up): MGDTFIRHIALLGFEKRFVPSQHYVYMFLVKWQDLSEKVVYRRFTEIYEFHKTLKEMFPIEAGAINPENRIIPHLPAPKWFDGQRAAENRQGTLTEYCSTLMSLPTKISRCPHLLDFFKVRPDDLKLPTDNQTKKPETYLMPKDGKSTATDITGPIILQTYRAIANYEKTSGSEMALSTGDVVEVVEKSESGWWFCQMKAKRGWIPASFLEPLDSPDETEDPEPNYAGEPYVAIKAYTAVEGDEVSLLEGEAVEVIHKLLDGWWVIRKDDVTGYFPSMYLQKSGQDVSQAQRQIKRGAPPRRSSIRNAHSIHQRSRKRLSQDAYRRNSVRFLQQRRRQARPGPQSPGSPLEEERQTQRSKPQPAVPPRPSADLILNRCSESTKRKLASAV
# Runt-SMMHC FRET – inhibitors of RUNX1 Runt–CBFb-SMMHC binding, primary screen, biochemical, FRET, Cerulean-Runt, Venus-CBFb-SMMHC, uHTS | inhibition, % at 20 µM | Cerulean-Runt/Venus-CBFb-SMMHC FRET ratio 530/480, 1 h | 220,000 compounds, 0.74% hits;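 active = mean inhibition across duplicate retests at 20 µM reaching about 50%, limit read from the data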;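 note: 0% = DMSO wells and 100% = wells with excess untagged CBFb-SMMHC; inhibitors lower the FRET ratio by blocking Runt binding to CBFb-SMMHC; some results filed as inactive read as strong as hits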
# The depositor's hits bear a star; . = not tested or not shown.
SMILES,EBV gp42 block,zfTRPN1 agonist,PPC-1+TRAIL kill,TRPML3 ag,TNF death inh,MDM2 E3 inh,CHOP inh,NCF1 inh,Runt-SMMHC FRET
O=C(c1ccc(Cl)cc1)N(Cc1ccccc1F)N1C(=O)CCCC1=O,10,0.6,-4,0.6,-0.1,-14,9,2,0
Cc1ccccc1NCC(=O)N/N=C/c1c[nH]c2ccccc12,-7,1.4,26,0.9,0.2,6,1,-11,0
O=C(NCc1cccs1)c1ccc2c(c1)ncn2C1CCCC1,-20,1.4,-27,0.2,1.8,-21,-10,0,4
CCCCC(=O)Nc1ccc(NC(=O)c2ccc([N+](=O)[O-])cc2Cl)cc1OC,0,2.5,19,1.1,2.0,6,16,-9,4
c1ccc2nc3[nH]cnc3nc2c1,15,3.0,-21,1.0,-0.7,-18,58,-4,-54
CCN(CC)S(=O)(=O)c1cccc(C(=O)Nc2cc3oc4ccccc4c3cc2OC)c1,-56,-0.2,1,0.8,5.4,-4,-39,-44,-3
O=C(O)CCCn1cc(NC(=O)COc2cc(F)ccc2[N+](=O)[O-])cn1,-10,0.6,16,1.0,1.6,-8,-2,-2,-4
COc1ccc(CCNC(=O)C2(C)CCC(=O)N2Cc2ccc3c(c2)OCO3)cc1OC (centres undefined),-11,1.0,17,1.0,-0.1,-11,3,-5,-3
O=S(=O)(c1ccccc1)N1CCC(O)(CSc2ccc(F)cc2)CC1,-16,8.8,1,4.5,-0.6,-7,34,2,0
Cc1ccc(N2CCN(/N=C/C=C/c3ccccc3)CC2)cc1,-21,0.2,13,0.3,3.0,-10,-5,-2,4
Cc1cc(SCNC(=O)c2ccccc2)ncn1,7,0.2,12,0.0,1.2,8,-17,-6,-1
CC1CN(C(=O)c2ccccc2)OC(c2ccc3c(c2)OCO3)O1 (centres undefined),-20,1.2,16,-0.5,-0.6,-15,14,2,-13
O=C(Cc1ccccc1)NNC(=O)c1cccs1,-26,-0.5,5,0.0,-2.5,-4,-1,-6,-3
O=C(c1ccco1)N1CCN(c2ccccc2F)CC1,-20,-0.3,8,-0.3,-1.7,-1,16,2,-6
NC(=O)c1sc2nccc(Nc3ccccc3)c2c1N,.,1.6,0,1.0,-3.3,-10,.,.,42
CCC1(c2ccc(Cl)cc2)NC(=S)N(c2ccc(C)cc2)N1 (centres undefined),6,1.9,15,1.1,2.6,7,-6,-13,9
C/C(=N\NC(=O)C1CC1)c1cccs1,-2,-0.2,12,1.5,0.1,-5,-7,11,1
CCS(=O)(=O)c1ccc2oc(SCC(=O)NC(C)C3CC4CCC3C4)nc2c1 (centres undefined),-11,-0.6,4,0.2,1.8,-7,14,-13,-6
O=C1CC(c2ccccc2)CN1C(=O)c1cccnc1 (centres undefined),-6,0.4,3,0.0,-0.4,-2,0,-2,-1
CC(C)OCCCNC(=O)C1CCN(S(=O)(=O)N2CCCC2)CC1,-16,0.2,-1,0.6,0.0,-12,2,2,-4
COC(CNC(=O)c1ccc2c(c1)nc(C)n2-c1ccc(F)c(F)c1)OC,-10,-0.3,-2,0.3,-1.2,-2,-3,-9,-5
O=C1c2ccccc2NC(c2ccc(F)cc2)N1Cc1ccco1 (centres undefined),-2,-0.2,4,0.6,-0.8,-2,1,-7,6
CCCCNCCOCCOc1ccccc1-c1ccccc1,4,0.0,29,0.1,5.6,-3,11,-15,-4
O=C(Nc1ccc2c(c1)OCO2)c1ccc(COc2ccc3c(c2)CCC3)o1,-14,-1.0,8,0.7,0.3,-7,16,-16,0
Brc1ccc2c(c1)C(c1cccs1)=NNC(c1cccnc1)=N2,6,2.9,1,0.7,-5.4,-13,32,-9,-3
CCOP(=O)(OCC)/C(C#N)=C/c1ccc([N+](=O)[O-])cc1,-21,-0.4,-3,-0.4,-5.4,-25,2,-3,-3
FC(F)(F)c1ccccc1NC(=S)N1CCN(c2ncccn2)CC1,-10,0.0,3,0.5,-7.7,-2,9,-15,0
COC(=O)c1c(NC(=O)CSc2nnc(-c3cccnc3)n2Cc2ccco2)sc(C)c1C,-14,-1.2,8,-0.9,0.6,-4,25,-7,-9
COc1ccc(-c2cc(=O)oc3cc4occ(C)c4cc23)cc1,-1,-0.1,9,0.4,-2.4,-20,48,-3,11
CCN=C(NCC)SC1CC(=O)N(c2ccc(F)cc2)C1=O (centres undefined),8,1.6,-34,0.5,1.0,-9,5,7,3
O=C(c1ccc(Cl)c(S(=O)(=O)N2CCCCCC2)c1)N1CCN(c2ccccc2O)CC1,-4,2.8,4,1.8,1.0,2,31,0,3
Nc1ccc(Br)cc1C(NCC(=O)O)c1ccccc1 (centres undefined),-7,0.3,6,0.7,1.1,-4,19,-5,5
CC(NS(=O)(=O)c1ccc2[nH]c(=O)c(=O)[nH]c2c1)C(=O)O (centres undefined),-15,0.7,22,1.0,0.2,-1,-8,5,2
c1ccc2[nH]c(CSc3nc4ccccc4o3)nc2c1,-18,4.0,24,2.2,0.0,1,20,-1,-4
CCN1c2ccccc2-c2nc3ccccc3n2C1c1ccco1 (centres undefined),14,-2.0,-2,-1.3,-0.6,-21,-4,0,25
O=C(/C(=C/O)N=Nc1ccccc1)c1ccco1,-2,0.0,10,-0.2,-1.8,-3,39,-8,-4
Cc1ccc(C(C#N)c2ccc3c(C(F)(F)F)cc(C(F)(F)F)nc3n2)cc1 (centres undefined),-8,-1.9,20,0.3,-2.8,-35,60,-11,-2
Cc1cc(NC(=O)COc2nnc(-c3ccccc3)c3ccccc23)no1,7,0.3,-8,-0.8,-0.3,-14,18,-7,-4
CCOc1nc(NCc2ccco2)nc(Nc2ccccc2F)n1,4,-0.7,18,-0.5,-1.9,0,31,-5,5
COc1ccc(N2C(=O)CC(N(Cc3ccco3)C(=O)CCC(=O)O)C2=O)cc1 (centres undefined),1,1.3,22,0.3,-1.4,-9,8,-6,-6
N#Cc1c(N)nc2c(c1-c1cccc(O)c1)CCCCCC2,3,-1.4,22,-0.9,-4.4,147*,47,-14,5
CC(CNCC1CCCO1)COc1cccc2ccccc12 (centres undefined),-16,-0.2,6,0.8,3.6,-20,14,3,2
CCOC(=O)CCC(=O)Nc1ccc([N+](=O)[O-])cc1C,-32,-0.9,11,-0.1,3.1,-5,-19,-1,-5
CCOC(=O)Cc1csc(NC(=O)C(NC(=O)C2CCCCC2)C(C)C)n1 (centres undefined),9,-0.7,-9,0.5,-1.0,-2,17,12,4
N#Cc1cc2c(nc1SCC(O)CS(=O)(=O)Cc1ccc(Cl)cc1)CCCC2 (centres undefined),2,-1.1,-7,0.6,-0.6,-14,59,-46,-2

# Fetched by structure from above, four records:
SMILES,EBV gp42 block,zfTRPN1 agonist,PPC-1+TRAIL kill,TRPML3 ag,TNF death inh,MDM2 E3 inh,CHOP inh,NCF1 inh,Runt-SMMHC FRET
O=C(c1ccc(Cl)c(S(=O)(=O)N2CCCCCC2)c1)N1CCN(c2ccccc2O)CC1,-4,2.8,4,1.8,1.0,2,31,0,3
CCOC(=O)CCC(=O)Nc1ccc([N+](=O)[O-])cc1C,-32,-0.9,11,-0.1,3.1,-5,-19,-1,-5
Cc1ccc(C(C#N)c2ccc3c(C(F)(F)F)cc(C(F)(F)F)nc3n2)cc1 (centres undefined),-8,-1.9,20,0.3,-2.8,-35,60,-11,-2
N#Cc1c(N)nc2c(c1-c1cccc(O)c1)CCCCCC2,3,-1.4,22,-0.9,-4.4,147*,47,-14,5

# Further results:
SMILES,EBV gp42 block,zfTRPN1 agonist,PPC-1+TRAIL kill,TRPML3 ag,TNF death inh,MDM2 E3 inh,CHOP inh,NCF1 inh,Runt-SMMHC FRET
O=C(N/C(=C\c1cn(-c2ccccc2)nc1-c1ccc(Cl)cc1)C(=O)N1CCOCC1)c1ccccc1,-19,0.6,11,0.2,0.1,-11,60,-4,6
Cc1cc2n(n1)C(c1ccc(O)cc1)Nc1ccccc1-2 (centres undefined),-16,-1.1,23,-0.7,-5.8,-7,33,-16,-3
CCOc1ccc(C(=O)c2cc3ccc(O)cc3oc2=O)cc1,-18,2.2,9,-0.1,0.2,-18,18,1,90*
COc1ccc(NC(=O)N/C=C/c2ccc(Cl)cc2)cc1,4,0.4,14,1.2,1.2,-4,-4,-2,1
CC(/C=N/N1CCN(c2ccccc2)CC1)=C\c1ccccc1,-14,-0.4,11,-0.5,-2.2,4,3,-10,4
CC1CCCCN1C(=S)NC(=O)c1cccs1 (centres undefined),-8,0.6,-9,0.8,-0.8,.,-10,-18,2
CC(C)C(NC(=O)CC12CC3CC(CC(C3)C1)C2)C(=O)O (centres undefined),-3,0.4,-3,-0.1,-0.2,-6,18,4,2
Nc1c(C(=O)NCc2ccc(F)cc2)c2nc3ccccc3nc2n1CCCN1CCOCC1,16,0.3,-26,1.3,-3.9,-6,-30,-41,81*
CC(=O)Nc1ccc(NC(=O)c2ccc(Cl)nc2)cc1,-25,1.3,-5,0.6,3.9,.,-23,-104,0
CC1CCN(CCC(=O)Nc2ccc(Cl)cc2)CC1,-15,1.4,13,1.4,3.7,3,-6,2,-7
Cn1c(N2C(=O)CC(Cc3ccccc3)C2=O)nc2ccccc21 (centres undefined),-13,-1.0,3,0.2,-1.9,14,16,-10,0
FC(F)(F)c1cccc(Cc2noc(CN3CCC(N4CCCCC4)CC3)n2)c1,-7,-0.4,6,0.2,-0.2,5,3,-8,-4
COc1ccccc1C(=O)N/C(=C\c1ccc(Br)cc1)C(=O)NCCCO,-3,1.2,3,0.7,-0.7,-3,11,10,1
CN1C(=O)CSC1=NC12CC3CC(CC(C3)C1)C2,-32,-1.2,10,0.1,-2.2,-6,73*,-10,-8
CCc1nc(SCC(=O)N2CCC(Cc3ccccc3)CC2)c2c(=O)n(C)c(=O)n(C)c2n1,4,2.2,20,1.1,0.6,-19,26,-3,-2
Cc1c(NC(=O)CN2CCN(c3ccc(F)cc3)CC2)c(=O)n(-c2ccccc2)n1C,-10,2.6,-22,1.4,-0.5,-4,-6,-6,2

# Bioassay records (PubChem)
